Source: PubChem
HT1080 IDH1KD tx – toxicity to HT-1080 IDH1 knockdown cells (counter line); HT-1080 IDH1 knockdown viability, ATP luminescence, 48 h; Potency, µM (top dose mostly 46.1 µM), for inactives: at the top dose activity, negative = toxicity, usual class: cytotoxic; 360,000 tested, 2% active;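 further: potency means the concentration at half of the fitted maximal effect; 0% = DMSO wells and -100% = cell-free medium wells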
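After a 2 h attachment period, IDH1KD HT-1080 cells took pin-transferred compound for 48 h at 37 °C; ATP-based luminescence after 10 min room-temperature reagent incubation reported viability.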
KB-V1 MDR tox – KB-V1 MDR subline cytotoxicity; KB-V1 MDR cells viability, CellTiter-Glo, 72 h; Potency, µM (titrated, usually from 46.1 µM), for inactives: top-dose activity change, negative = cytotoxicity, hits mostly cytotoxic; 400,000 tested, 3.4% active; AID 1347076; further: potency means the concentration at half of the fitted maximal effect; on the % scale 0 is the no-effect control and ±100 the full control effect; nearly all actives have a fitted effect of over 60% in size
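KB-V1 MDR subline cells in DMEM (phenol-red free, 10% FBS) exposed to compounds in qHTS concentration series for 72 h at 37 degrees C. Viability read by CellTiter-Glo luminescence; concentration-effect curves fitted after normalization and correction.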
IL1B secr inh – blocks inflammasome-driven IL-1 beta release | THP-1 LPS/ATP IL-1B secretion, AlphaLISA, 16 h; hits give low values | activity change, % at 57.5 µM | 360,000 tested, 4.7% active; in the data active means activity change below about -50%; inconclusive means mostly about -30% to -49%; further: on the % scale 0 is the no-effect control and ±100 the full control effect
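Secreted IL-1B measured by AlphaLISA bead assay after 16 h compound exposure of THP-1 cells; compounds (final up to 57.5 uM) added 1 h before LPS (250 ng/mL) and ATP (1.25 mM) stimulation; lower signal means less secretion.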
SW480 rerep – induces DNA re-replication in SW480 colon adenocarcinoma cells | SW480 DNA re-replication, Hoechst DNA content imaging, 48 h | Potency, µM (highest dose often 46.1 µM), without a hit: at the highest dose re-replication activation, actives largely listed as activators | 340,000 tested, 1.8% active | AID 624297; further: potency means the concentration at half of the fitted maximal effect; % of control where 0% means no effect; nearly all actives have a fitted effect of over 55% in size
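Quantitative HTS format with DMSO vehicle controls; 48 hr drug incubation at 37 C, then 40 min Hoechst staining and scanning imager measurement at 405 nm excitation.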
HT1080NT lethal – kills 2HG-producing HT-1080-NT fibrosarcoma cells. HT-1080-NT fibrosarcoma viability, CellTiter-Glo ATP luminescence, 48 h. 360,000 tested, 1.6% active. Potency, µM (doses to about 46.1 µM), for the others: at the highest dose activity, negative = less viability, most hits filed as cytotoxic;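 further: NT is the 2HG producing partner of a matched IDH1 knockdown line; potency means the concentration at half of the fitted maximal effect; 0% = DMSO-treated cells and -100% = media-only wells without cells; nearly all actives have a fitted effect of over 55% in size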
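Read-out is CellTiter-Glo luminescence after 10 minutes at room temperature, following 48 hours' compound treatment of HT-1080-NT cells (750 cells/well, RPMI, 5% FBS, 37 degrees C).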
KB-3-1 cytotox – kills parental KB-3-1 adenocarcinoma cells. 400,000 tested, 1.4% active. Potency, µM (series often up to 46.1 µM), for inactives: at the top dose activity change, negative = cytotoxic, usual class: cytotoxic. KB-3-1 viability, CellTiter-Glo ATP luminescence, 72 h. AID 1347075; further: potency means the concentration at half of the fitted maximal effect; on the % scale 0 is the no-effect control and ±100 the full control effect; nearly all actives have a fitted effect of over 60% in size
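Cytotoxicity in the drug-sensitive parental line KB-3-1 was scored as loss of CellTiter-Glo luminescence following 72 h incubation with compound. Values come from curve fitting of normalized concentration-response data.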
D3 ag – D3 dopamine receptor (human) agonism; 410,000 tested, 0.58% active; max activation, %; P35462; D3R DiscoveRx beta-arrestin cells, luminescence, 90 min; in the data active means max activation above about 30%; further: 0% is about no effect; mostly tested at two doses, the higher about 12 µM
Target sequence (P35462 whole entry, looked up): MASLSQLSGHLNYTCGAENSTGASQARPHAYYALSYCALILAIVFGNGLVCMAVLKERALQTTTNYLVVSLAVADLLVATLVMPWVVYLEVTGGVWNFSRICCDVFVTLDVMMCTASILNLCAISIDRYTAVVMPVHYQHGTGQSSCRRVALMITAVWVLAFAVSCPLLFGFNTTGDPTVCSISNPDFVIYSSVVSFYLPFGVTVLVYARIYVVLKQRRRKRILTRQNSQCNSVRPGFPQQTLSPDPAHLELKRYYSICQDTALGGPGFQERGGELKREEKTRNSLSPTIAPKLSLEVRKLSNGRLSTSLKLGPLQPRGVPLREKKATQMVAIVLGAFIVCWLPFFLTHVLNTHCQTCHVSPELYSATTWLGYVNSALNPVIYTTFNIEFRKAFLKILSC
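Agonist mode: compounds and dopamine controls were applied to plated cells for 90 min at 37 degrees C after an overnight attachment at 1500 cells/well. Luminescent read-out followed 30 - 60 minutes at room temperature with DiscoveRx detection reagent.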
MCF10A rerep – DNA re-replication induction in MCF 10a cells | Potency, µM (series often up to 46.1 µM), for inactives: at the highest dose activity, positive = re-replication, usual class: activators | 350,000 tested, 2.9% active | AID 624296 | MCF 10A DNA re-replication, Hoechst nuclear intensity, 48 h; further: potency means the concentration at half of the fitted maximal effect; % of control where 0% means no effect; nearly all actives have a fitted effect of over 50% in size
HEK293 tox – cytotoxicity counter-screen for GLP-1 receptor inverse agonists; AID 624418; HEK293 cAMP-luciferase reporter cells, luminescence, 24 h; Potency, µM (series often up to 38.3 µM), without a hit: at the top dose activity change, negative = inhibition, most hits filed as inhibitors; 410,000 tested, 0.13% active;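 further: loss of luciferase light is scored as toxicity; potency means the concentration at half of the fitted maximal effect; on the % scale 0 is the no-effect control and ±100 the full control effect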
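Seeding density was 200 cells/uL; after overnight-length (12 h) culture, 23 nL compounds went on for 24 h at 37 °C. Readout used a luciferase detection reagent, luminescence taken after 12 min at room temperature.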
* marks the source's active call; other numbers are inactive results; ? = inconclusive; / = no result given; [ ] = remark or other dose. Unless noted, the call rests on the fitted dose curve; in most records, active means well fitted curve in the direction sought with a large enough effect; inconclusive means small, poorly fitted or top-dose-only effect, or another doubt; inactive means no such curve, though single readings can be large; an effect the other way counts as inactive or inconclusive. The list is partial; rates above refer to the full screens.

SMILES	HT1080 IDH1KD tx	KB-V1 MDR tox	IL1B secr inh	SW480 rerep	HT1080NT lethal	KB-3-1 cytotox	D3 ag	MCF10A rerep	HEK293 tox
CC1C=CCCC12C(=O)NC(=O)NC2=O (centres undefined)	10%	-3%	7	0%	8%	-9%	-6	-2%	3%
O=C1C(C=Nc2ccccc2O)=C(O)c2ccccc21	6.3µM*	3%	26	?	6.3µM*	5%	-8	5.2µM*	?
O=C1C2CCN(CC2)C12CC2c1ccc(C(F)(F)F)cc1 (centres undefined)	5%	7%	-3	-4%	14%	?	3	0%	7%
Cc1cc(Br)c(NC(=O)CN2CC=C(c3ccccc3)CC2)c(Br)c1	-5%	-24%	-28	?	-7%	-7%	1	?	23%
CNCC1(c2ccccc2)CCCC1	8%	13%	-25	-5%	16%	10%	12	1%	-8%
C[C@H]1COC(=O)[C@@H](Cc2ccc(F)cc2)CC/C=C/C[C@H](CC(=O)N(CCO)Cc2ccccc2)C(=O)N1	-4%	8%	-28	-4%	-1%	5%	-12	10%	0%
Cc1ccc2cc(CNCCc3ccccc3C)c(=O)[nH]c2c1	-10%	1%	-79*	-1%	-18%	-11%	-16	1%	1%
O=C(NCc1cccc(F)c1)c1cccc2c1C(=O)c1ccc(N3CCC(Cc4ccccc4)CC3)cc1S2(=O)=O	0%	8%	-4	-2%	27%	-1%	12	12µM*	113%[activator]
COc1ccc(NC(=O)CSc2nnc(Cc3cccn3C)n2CCc2ccccc2)c(OC)c1	?	3.3µM*	-12	2%	?	-9%	-9	?	-16%
O=C1NC(=O)N(c2ccc(F)cc2)C(=O)/C1=C/c1ccsc1	1%	2%	11	?	2%	8%	1	?	0%
CCC(Oc1cc(Cl)ccc1Cl)C(=O)NN1C(=O)C2C3CCC(C3=C(C)C)C2C1=O (centres undefined)	?	-30%	11	0%	?	-1%	-3	11%	?
CC(C)(C)OC(=O)NCCCCCNC(=O)c1nc[nH]c1C(=O)NCc1ccc(CNC(=O)OC(C)(C)C)cc1	?	?	?	?	-25%	?	29	?	?
C[N+]1(C)C2CCC1CC(OC(=O)C(CO)c1ccccc1)C2 (centres undefined)	4%	?	1	8%	-3%	-1%	-3	-4%	17%
CC12CCC3C(CCC4CC(=O)C(C(O)C(F)(F)F)CC43C)C1CCC2O (centres undefined)	-10%	-12%	50	23%	-9%	-16%	-7	?	-8%
CCC(=Nc1ccc2c(c1)CCC2)c1c(O)n(C)c(=O)n(C)c1=O	-3%	0%	29	-2%	-2%	-29%	2	-4%	13%
COC1CCCCC1NCCc1ccccc1 (centres undefined)	2%	-11%	6	-10%	-2%	3%	-6	2%	-2%
O=C1CN=C(c2ccccc2)c2cc(Cl)ccc2N1Cc1ccc(Cl)cc1	/	15µM*	/	/	/	?	6	/	-22%
COc1ccc2[nH]cc(CCN)c2c1	-1%	-18%	0	-8%	-7%	0%	-11	2%	-5%
CC12CN3CCN(CC(C3)C1O)C2 (centres undefined)	15%	-6%	-3	-11%	11%	-4%	-6	-3%	-4%
Cc1ccc(N=c2oc3cc(O)ccc3cc2C(N)=O)cc1	?	-21%	?	16µM*	?	-11%	1	9.2µM*	/
C=CCOC(=O)c1ccccc1N	14%	-2%	-7	17%	-4%	0%	23	2%	2%
O=C(/C=C/c1ccc(F)cc1)NC(=S)N1C[C@H]2C[C@H](C1)c1cccc(=O)n1C2	8%	-6%	-4	-8%	-3%	0%	-9	11%	2%
CN1/C(=C\C=Nc2ccccc2)C(C)(C)c2ccccc21	-22%	5%	11	-2%	-19%	-10%	1	16%	?
CN(C)c1nc(OCCNC(=O)COc2ccc(Cl)cc2Cl)nc(N2CCCCC2)n1	-4%	?	-19	3%	-1%[9.24 µM]	2%	21	?	-12%
CCOc1ccccc1CN1CCCC(C(=O)c2cc(F)ccc2F)C1 (centres undefined)	-26%	6%	-15	-4%	-22%	8%	-20	0%	-26%
Cc1cc(N2CCN(S(=O)(=O)c3ccc(Cl)cc3)CC2)c2ccccc2n1	?	18µM*	-64*	-8%	?	?	3	-6%	?
COP(=O)(OC)c1nc(-c2cccc3ccccc23)oc1NCCc1ccccc1	?	?	-95*	?	?	-3%	2	21µM*	-15%
O=C1NC(=S)N(c2ccccc2)C(=O)C1C(c1ccncc1)C1C(=O)NC(=S)N(c2ccccc2)C1=O (centres undefined)	17%	1%	8	0%	20%	17%	1	6%	9%
Cn1c(=O)oc2cc(S(=O)(=O)N3CCC(C(=O)N4CC=C(c5ccccc5)CC4)CC3)ccc21	3%	-9%	-8	?	0%	?	-9	13%	?
CCc1ccc2c(CN3CC=C(c4ccccc4)CC3)cc(=O)oc2c1	0%	?	10	?	4%	13%	12	21%	-18%

Part of the list above in order of SMILES length, ascending.
SMILES	HT1080 IDH1KD tx	KB-V1 MDR tox	IL1B secr inh	SW480 rerep	HT1080NT lethal	KB-3-1 cytotox	D3 ag	MCF10A rerep	HEK293 tox
C=CCOC(=O)c1ccccc1N	14%	-2%	-7	17%	-4%	0%	23	2%	2%
COC1CCCCC1NCCc1ccccc1 (centres undefined)	2%	-11%	6	-10%	-2%	3%	-6	2%	-2%
CN1/C(=C\C=Nc2ccccc2)C(C)(C)c2ccccc21	-22%	5%	11	-2%	-19%	-10%	1	16%	?
CCOc1ccccc1CN1CCCC(C(=O)c2cc(F)ccc2F)C1 (centres undefined)	-26%	6%	-15	-4%	-22%	8%	-20	0%	-26%
CCc1ccc2c(CN3CC=C(c4ccccc4)CC3)cc(=O)oc2c1	0%	?	10	?	4%	13%	12	21%	-18%
O=C1CN=C(c2ccccc2)c2cc(Cl)ccc2N1Cc1ccc(Cl)cc1	/	15µM*	/	/	/	?	6	/	-22%
COP(=O)(OC)c1nc(-c2cccc3ccccc23)oc1NCCc1ccccc1	?	?	-95*	?	?	-3%	2	21µM*	-15%
Cc1cc(N2CCN(S(=O)(=O)c3ccc(Cl)cc3)CC2)c2ccccc2n1	?	18µM*	-64*	-8%	?	?	3	-6%	?
O=C(/C=C/c1ccc(F)cc1)NC(=S)N1C[C@H]2C[C@H](C1)c1cccc(=O)n1C2	8%	-6%	-4	-8%	-3%	0%	-9	11%	2%
O=C1NC(=S)N(c2ccccc2)C(=O)C1C(c1ccncc1)C1C(=O)NC(=S)N(c2ccccc2)C1=O (centres undefined)	17%	1%	8	0%	20%	17%	1	6%	9%

(more compounds)
SMILES	HT1080 IDH1KD tx	KB-V1 MDR tox	IL1B secr inh	SW480 rerep	HT1080NT lethal	KB-3-1 cytotox	D3 ag	MCF10A rerep	HEK293 tox
Cc1cccc(-n2c(O)c(/C=C/C=Nc3ccccc3)c(=O)[nH]c2=O)c1	11%	0%	0	?	9%	29%	-6	13%	10%
COc1ccc2c(c1OC)C(=O)OC2Nc1nc(-c2cc3cc(Br)ccc3oc2=O)cs1 (centres undefined)	-25%	-1%	-56*	?	-26%	-7%	0	?	119%[activator]
Cc1ccc(C2c3c(-c4cc(C)ccc4O)n[nH]c3C(=O)N2Cc2ccco2)cc1 (centres undefined)	/	?	/	/	/	4%	12	/	?
CCOc1cccc(CN2CCN(c3cccc(C(F)(F)F)c3)CC2)c1O	?	0%	-30	28%	?	-9%	-60	-3%	12%
Cc1ccccc1-n1c(O)c(/C=N/Nc2nc3c(c(=O)n(C)c(=O)n3C)n2C)c(=O)[nH]c1=S	3%	-17%	0	/	2%	0%	-3	0%	44%[activator]
O=c1[nH]c(=O)n(CCC2=CCCCC2)c(O)c1C=NC1CCN(Cc2ccccc2)CC1	-11%	-17%	?	-7%	-21%	-35%	-9	9%	-5%
CN1C(CC(=O)c2ccccc2)CCCC1CC(O)c1ccccc1 (centres undefined)	-1%	-37%	-18	?	0%	-2%	-46	2%	-9%
O=C(c1cccn2c(=O)c3cc(Br)ccc3nc12)N1CCC2(CC1)OCCO2	1%	-4%	-6	-14%	3%	6%	-10	-3%	28%
Cc1c2cnn(CC(=O)N3CCC4(CC3)OCCO4)c(=O)c2c(C)n1Cc1ccc(F)cc1	-3%	-26%	-2	-3%	2%	?	-9	-5%	-26%
Cc1cc(OCC(=O)NCC(O)c2ccccc2)c2c3c(c(=O)oc2c1)CCCC3 (centres undefined)	-11%	1%	-19	6%	-6%	-6%	-3	0%	-11%
Cc1ccc(-n2c(O)c(C=Nc3ccc(S(=O)(=O)N(C)C)cc3)c(=O)[nH]c2=O)cc1	4%	3%	2	-5%	4%	-3%	2	1%	-10%
CC(=NCc1cccnc1)c1c(O)n(-c2ccccc2C)c(=O)[nH]c1=O	4%	15%	-4	-14%	10%	-1%	16	2%	-8%
Cc1nc2ccccc2c(=O)n1-c1cccnc1	-16%	0%	-30	4%	-9%	-22%	-6	4%	-19%
NC(N)=Nc1ccc2[nH]c3c(c2c1)C[C@@]1(O)[C@H]2Cc4ccc(O)c5c4[C@@]1(CCN2CC1CC1)[C@H]3O5	16µM*	-17%	?	?	15µM*	?	-46	?	-2%

Full records, looked up by structure. Screens in order: HT1080 IDH1KD tx, KB-V1 MDR tox, IL1B secr inh, SW480 rerep, HT1080NT lethal, KB-3-1 cytotox, D3 ag, MCF10A rerep, HEK293 tox
`Cc1cccc(-n2c(O)c(/C=C/C=Nc3ccccc3)c(=O)[nH]c2=O)c1` in the list: 11%, 0%, 0, ?, 9%, 29%, -6, 13%, 10%
`Cc1nc2ccccc2c(=O)n1-c1cccnc1` in the list: -16%, 0%, -30, 4%, -9%, -22%, -6, 4%, -19%
